core dimer inh – HCV core protein dimerization inhibition; TR-FRET GST/Flag-core106 dimerization, 1536-well; inhibition, % at 5 µM; actives 0.33% (n = 300,000); AID 1899;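 active means inhibition above the mean of all tested compounds plus 3 SD, set per screening campaign, cut at about 45% in these data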
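System – GST-tagged and Flag-tagged HCV core protein residues 1-106 · Repeats – one well for each compound · Technique – TR-FRET 671 and 617 nm emission · Doses – one concentration, 5 µM, in 0.5% DMSO · Times – 4 h, 22.5 °C incubation · Also added – Eu donor and XL665 acceptor anti-tag antibodies · Measure – percent inhibition of core106 dimerization signal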
procasp7 counter – counter-screen for procaspase-3 activators: activators of human procaspase-7. P55210. recombinant procaspase-7, Ac-DEVD-pNA absorbance 405 nm; D23A/D198A/D206A triple mutant, cannot self-cleave; scale: DMSO 0, 5 µM enzyme 100. actives 0.093% (n = 330,000). activation, % at 8.5 µM. AID 463210;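 active means percent activation above the screen-wide mean plus 3 SD, cut at about 25% in these data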
Target sequence (P55210 whole entry D23A/D198A/D206A): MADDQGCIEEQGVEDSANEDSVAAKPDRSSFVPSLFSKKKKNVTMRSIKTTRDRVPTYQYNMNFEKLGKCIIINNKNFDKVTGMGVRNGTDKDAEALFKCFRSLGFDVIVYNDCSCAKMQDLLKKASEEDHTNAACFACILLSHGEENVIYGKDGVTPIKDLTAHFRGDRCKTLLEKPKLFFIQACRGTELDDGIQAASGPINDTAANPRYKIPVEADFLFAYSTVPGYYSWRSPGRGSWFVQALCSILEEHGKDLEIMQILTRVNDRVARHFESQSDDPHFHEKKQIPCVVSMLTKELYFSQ
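Detection: p-Nitroaniline absorbance at 405 nm, read at 0 and 120 min; system: Uncleavable procaspase-7 mutant enzyme; evaluation: % activation from two-timepoint absorbance difference, scaled to controls; times: 1 h enzyme–compound preincubation and 2 h substrate reaction, both 25 °C; buffer or medium: Zinc-free HEPES pH 7.4 with 300 mM NaCl, 0.01% Triton X-100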
Efflux pump inh – blocks antifungal efflux pumps in multiplex yeast assay | S. cerevisiae Candida pump triplex, Nile Red efflux | inhibition, % at 10 µM | actives 0.44% (n = 330,000) | AID 485275;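 active means plate passing quality check with inhibition over a set limit, or well fluorescence over plate mean plus 4 SD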;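 further: Nile Red retained in pooled yeast measured as flow cytometry median fluorescence; 0% = buffer negative control and 100% = Enniatin B positive control; higher means more Nile Red kept so more efflux inhibition; some compounds called inactive have numbers as strong as hits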
PP1 counter – blocks human PP1-alpha phosphatase, a PP5 counter-screen; inhibition, % at 6.7 µM; purified PP1alpha, OMFP fluorescence; actives 0.9% (n = 320,000); AID 2235;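 active means inhibition above the mean inhibition of all tested compounds plus 3 SD, computed separately for each screening campaign, cut at about 15% in these data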
GASC-1 inh – blocks human GASC-1 demethylase activity | Q9H3R0 | inhibition, % at 2.35 µM | actives 0.069% (n = 330,000) | GST-JMJD2C(1-420) H3K9me3 demethylation, DELFIA europium;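 active means more than half of a compound's replicate wells show inhibition beyond 50%, single wells judged on their own value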;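 further: signal counts dimethyl H3K9 product captured on neutravidin plate; 0% = median of DMSO wells and 100% = 0.3 times that DMSO median; strong numbers were not always called active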
PP5 primary – blocks human protein phosphatase 5 activity; purified PP5c, OMFP substrate fluorescence; inhibition, % at 6.7 µM; actives 0.18% (n = 320,000); AID 1987;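 active means inhibition above the campaign's mean inhibition across all tested compounds plus 3 SD, cut at about 9.5% in these data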;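 further: 0% = DMSO only and 100% = 100 µM cantharidin control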
Target sequence (P53041 whole entry, looked up): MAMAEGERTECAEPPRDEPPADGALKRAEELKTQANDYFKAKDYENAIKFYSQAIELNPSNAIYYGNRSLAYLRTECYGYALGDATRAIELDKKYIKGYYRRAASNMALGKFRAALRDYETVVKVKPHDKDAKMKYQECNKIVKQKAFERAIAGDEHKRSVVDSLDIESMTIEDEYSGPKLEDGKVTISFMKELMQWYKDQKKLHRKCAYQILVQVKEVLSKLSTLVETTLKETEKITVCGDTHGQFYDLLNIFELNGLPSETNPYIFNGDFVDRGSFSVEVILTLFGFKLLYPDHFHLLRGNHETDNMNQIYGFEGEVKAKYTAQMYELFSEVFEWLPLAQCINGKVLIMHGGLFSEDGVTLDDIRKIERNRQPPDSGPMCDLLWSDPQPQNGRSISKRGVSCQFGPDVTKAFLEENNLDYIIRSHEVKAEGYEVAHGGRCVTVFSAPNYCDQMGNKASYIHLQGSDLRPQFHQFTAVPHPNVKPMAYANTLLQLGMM
CTSL1 counter – blocks F. hepatica cathepsin L1 in PFM18AAP counter-screen | recombinant F. hepatica cathepsin L1, Z-Leu-Arg-MCA fluorescence | inhibition, % at 5.96 µM | actives 0.49% (n = 300,000) | AID 1906;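 active means inhibition above the mean of all tested compounds plus 3 SD, set per screening campaign, cut at about 17% in these data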;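 further: 0% = plate median of test compound wells and 100% = 1 µM Z-Phe-Ala-diazomethylketone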
proCasp3 act – procaspase-3 (human) activation | recombinant procaspase-3 D3A, Ac-DEVD-pNA absorbance 405 nm | activation, % at 8.5 µM | P42574 | actives 0.11% (n = 330,000);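 active means activation above the mean of all tested compounds plus 3 SD, cut at about 21% in these data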;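 further: 0% = DMSO alone and 100% = DMSO wells spiked with extra 5 µM PC-3 D3A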
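Assay system – Procaspase-3 D3A mutant · Benchmarks – DMSO low control, extra-enzyme high control · Technique – 405 nm absorbance of p-nitroaniline, reads at 0 and 120 min · Doses – 8.5 µM nominal · Measure – % activation between DMSO and enzyme-spiked controls · Also added – Ac-DEVD-pNA chromogenic peptide substrate · Schedule – 1 h compound preincubation, 2 h substrate hydrolysis at 25 °C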
TPT1 inh – C. albicans TPT1 enzyme inhibition. inhibition, % at 5 µM. actives 0.81% (n = 300,000). recombinant caTPT1, FP RNA substrate dephosphorylation;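 active means inhibition above the mean of all tested compounds plus 3 SD, set per screening campaign, cut at about 24% in these data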;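 further: plate controls were DMSO alone for no effect and ferristatin control at 100 nM for full effect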
* = called active by the depositor; nt = not tested or not shown.

SMILES	core dimer inh	procasp7 counter	Efflux pump inh	PP1 counter	GASC-1 inh	PP5 primary	CTSL1 counter	proCasp3 act	TPT1 inh
O=C(NCc1ccc(Cl)cc1)C1CCN(C(=O)c2ccco2)CC1	12	0	0.1	-7	-1	0.1	-1	2	2
COc1ccccc1C(=O)Nc1ccnn1C1CCN(CCCc2ccccc2)CC1	3	8	-0.1	-3	7	0.2	4	5	0
Cc1cccc(NS(=O)(=O)c2cccc(C(=O)NNC(=O)c3ccccc3O)c2)c1	nt	-1	0.7	-1	0	1.7	nt	7	nt
COc1cc(/C=N/NC(=O)C2CCN(CC(O)COCc3ccccc3)CC2)cc(OC)c1OC (configuration not stated)	2	11	0.2	-7	34	-0.2	4	-1	2
CCc1nc(SCC(=O)NNC(=O)c2ccc(C)cc2)c2ccccc2n1	2	9	0.0	1	0	0.6	-3	16	-1
COc1cccc(NC(=O)C(c2ccccc2)N2CCNC(=O)C2)c1 (configuration not stated)	4	-2	-0.1	2	2	-2.0	1	-1	5
CCc1ccccc1C1=CC(=O)C[C@H](c2ccc(OC)cc2)C1	nt	15	0.0	nt	5	nt	nt	1	nt
CC(C)(C)c1cc[n+](-c2[nH]c(=O)sc2/C=N/NC([S-])=Nc2ccccc2)cc1	-5	-29	-0.1	-5	1	-0.4	7	-34	-66
Cc1cc(OCC(=O)NCC2CCC(C(=O)O)CC2)c2c(C)c(C)c(=O)oc2c1 (configuration not stated)	-1	5	-0.1	-3	2	4.0	0	3	-2
CC(=O)OCC(=O)c1ccc2ccn(C(C)=O)c2c1	2	2	0.1	2	-8	1.1	-16	10	-1
Cc1ccccc1C(=O)Nc1ccccc1N1CCN(C(=O)c2ccccc2)CC1	22	15	0.1	1	-1	1.6	0	2	1
CCOC(=O)NC(=O)CSc1nc2ccc(C)cc2[nH]1	-1	-1	-0.1	-2	3	-3.6	-2	-3	6
CC(=O)c1c(C)[nH]c(C(=O)OCC(=O)Nc2cc(C)on2)c1C	-5	10	-0.1	0	11	1.9	-2	-3	-7
Cc1ccc(C(=O)N(C)CC(=O)Nc2ccc(F)c(F)c2F)o1	0	5	0.2	-1	nt	1.6	1	-5	1
Cc1ccccc1-n1c([C@@H]2C[C@H]2c2ccccc2)n[nH]c1=S	7	-7	0.0	-1	-13	1.5	4	-3	0
O=C(CCc1nc(-c2ccc(Cl)cc2)no1)OCc1ccc(Br)cc1	0	-5	0.1	-10	0	0.0	-1	-13	2
COC(=O)c1ccc(NC(=O)c2ccc[n+]([O-])c2)cc1	0	7	0.1	-2	0	-1.6	-2	7	-1
COc1ccc(CNC(=O)C2CCN(C(=O)N3CCOc4ccc(C)cc43)CC2)cc1	4	5	-0.1	-3	4	-0.2	1	4	0
COC(=O)c1ccccc1NC(=O)CCn1c(=O)oc2ccccc21	10	5	-0.1	2	-6	-0.2	-1	6	-5
COc1cccc(/C=N/NC(=O)c2cccc3ccccc23)c1OC	-5	-3	0.1	-4	11	2.1	1	6	0
O=C(CSc1nnc(CNC(=O)c2cccs2)o1)Nc1ccccc1C(F)(F)F	1	10	-0.1	0	5	0.5	-2	8	0
Cc1ncsc1CCOC(=O)c1ccc(Cl)cc1	-1	1	-0.1	0	12	0.7	1	3	1
Cc1cc(Cl)c(OCCOCCN2CCC(C)CC2)c(Br)c1	-3	-1	0.0	-5	2	-0.4	4	0	1
COC(=O)c1ccc(/C=C/c2c(-c3ccc(OC)cc3)sc3ccccc23)cc1	nt	9	0.0	nt	36	nt	nt	-2	nt
COC(=O)c1ccc(C2c3[nH]c4ccccc4c3C[C@H]3C(=O)N(C4CC4)CC(=O)N23)cc1 (some centres not stated)	0	5	-0.2	-3	2	0.4	-4	-15	-1

(list continues)
SMILES	core dimer inh	procasp7 counter	Efflux pump inh	PP1 counter	GASC-1 inh	PP5 primary	CTSL1 counter	proCasp3 act	TPT1 inh
O=C(/C=C/c1cccc([N+](=O)[O-])c1)c1ccc2c(c1)OCCO2	11	5	-0.1	-1	5	0.6	1	3	1
C=CCn1c(SCc2cccnc2)nnc1-c1ccncc1	-6	2	-0.1	-2	-2	-2.2	-4	3	2
CCCCN1C(=S)NC[C@@H]1c1ccccc1	4	-3	-0.1	2	-2	1.4	1	2	-1
O=C(c1ccc([N+](=O)[O-])cc1[N+](=O)[O-])N1CCc2ccccc21	3	2	0.2	-2	-2	2.2	-2	0	1
CCCCNC(=O)OC(C)CNC(=O)Oc1cccc(C)c1 (configuration not stated)	-5	5	0.1	-1	3	0.1	26*	-10	2
COc1ccc(NC(=O)Nc2ncn(Cc3cccc(C(F)(F)F)c3)n2)cc1OC	-6	-21	0.1	3	20	3.6	2	-6	-2
CC(C)(C)NC(=O)C(c1ccc(O)cc1)N(C(=O)Cn1nnc(-c2ccc(F)cc2)n1)c1ccccc1F (configuration not stated)	11	7	0.2	1	-4	3.5	6	1	2
COc1ccc(N2CCN(c3nc(Cl)nc(Nc4ccc(F)cc4)n3)CC2)cc1	3	2	-0.3	2	9	2.1	-2	-1	-4
Cc1ccc2ncnc(Oc3ncccc3[N+](=O)[O-])c2c1	4	-7	-0.2	-1	-9	-0.1	2	-8	-2
CC(=O)Nc1ccc(S(=O)(=O)Nc2nc3ccc(C)cc3s2)cc1	-2	-6	-0.2	-4	6	2.1	0	3	3
Cc1ccccc1NC(=O)COc1ccc(Br)cc1C	10	-8	0.1	-4	2	0.6	-1	2	-2
Cc1nn(C(C)C(=O)NCC2CCCO2)c(=O)c2cc3occc3n12 (configuration not stated)	13	3	0.1	-4	2	2.4	-2	2	-3
COC(=O)c1[nH]c2ccc(C)cc2c1NC(=O)NC1CCCCC1	-5	3	0.0	1	8	2.2	2	1	-2
Cc1ccc(/C=C2\C(=N)N3N=C(CC(=O)N4CCOCC4)SC3=NC2=O)o1	4	2	0.1	-3	-4	-2.1	3	-1	1
CC1CN(C(=O)/C=C/c2cccc([N+](=O)[O-])c2)CC(C)O1 (configuration not stated)	-5	13	0.0	3	-3	1.3	0	-3	0
O=C(Nc1ccccc1N1CCCC1)c1cc(Cl)ccc1Cl	-5	4	0.2	2	2	0.4	-2	0	-1
O=C(O)CC[C@@H](C(=O)O)N1C(=O)c2ccccc2C1=O	-7	-2	-0.2	-2	-8	0.1	3	5	-2
O=C(c1cc(COc2cccc(C(F)(F)F)c2)on1)N1C[C@H]2CC[C@H]1C2	2	-2	0.2	-1	8	3.4	2	6	-1
CCOC(=O)COc1ccc2c(=O)c(-c3ccccc3)coc2c1	4	-5	0.1	-5	-7	-0.4	-1	-3	-3
O=C(CN1CCN(C(=O)c2ccco2)CC1)Nc1cc(C(F)(F)F)ccc1Cl	5	-3	0.1	-2	-1	4.3	-3	-1	6
COc1cccc(/C=N/Nc2cc(N3CCOCC3)ncn2)c1O	-3	-4	-0.1	25*	-2	3.8	-1	-6	-3
Cc1cc(NC(=O)CN(C)S(=O)(=O)c2ccc(-c3ccc(=O)[nH]n3)s2)ccc1Br	9	-3	-0.1	-2	3	1.2	-1	8	-4
Cc1c(Cl)c([N+](=O)[O-])nn1CCCC(=O)Nc1cccc(Cl)c1	0	-8	0.1	-1	15	2.5	3	6	0
Brc1ccc2nc(N3CCN(c4ccccc4)CC3)sc2c1	3	2	0.0	-2	-4	-0.3	2	12	2
O=[N+]([O-])c1ccc(N/N=C/c2cn(Cc3ccc(F)cc3)c3ccccc23)nc1	-4	2	-0.3	-2	-5	-1.5	3	1	15
COc1ccc(C(=O)N/N=C/c2ccc(N3CCOCC3)s2)cc1OC	nt	-3	0.0	2	-3	1.1	nt	-4	nt
CCN(C(=O)COC(=O)c1cc(S(=O)(=O)N2CCOCC2)c(Cl)cc1Cl)C1CCS(=O)(=O)C1 (configuration not stated)	-1	-5	0.9*	-5	0	-0.5	-1	6	3
CCCNC(=O)NC(=O)COc1c(F)c(F)cc(F)c1F	5	13	0.1	-2	1	1.1	-2	0	4
O=C(O)c1ccc(-c2noc(-c3cccc(F)c3)n2)cc1	1	5	0.0	2	-6	2.1	0	1	-1
COC(=O)c1ccc(S(=O)(=O)N2CCN(C(c3ccccc3)c3ccccc3)CC2)n1C	4	4	0.0	-2	-25	3.5	2	-5	-3

Complete entries from above. Screens in order: core dimer inh	procasp7 counter	Efflux pump inh	PP1 counter	GASC-1 inh	PP5 primary	CTSL1 counter	proCasp3 act	TPT1 inh
`O=C(O)c1ccc(-c2noc(-c3cccc(F)c3)n2)cc1` as listed: 1	5	0.0	2	-6	2.1	0	1	-1
`COC(=O)c1ccc(S(=O)(=O)N2CCN(C(c3ccccc3)c3ccccc3)CC2)n1C` as listed: 4	4	0.0	-2	-25	3.5	2	-5	-3
`CCOC(=O)COc1ccc2c(=O)c(-c3ccccc3)coc2c1` as listed: 4	-5	0.1	-5	-7	-0.4	-1	-3	-3

Grouped by structure: the compounds so far with a Cl atom (9)
SMILES	core dimer inh	procasp7 counter	Efflux pump inh	PP1 counter	GASC-1 inh	PP5 primary	CTSL1 counter	proCasp3 act	TPT1 inh
O=C(NCc1ccc(Cl)cc1)C1CCN(C(=O)c2ccco2)CC1	12	0	0.1	-7	-1	0.1	-1	2	2
O=C(CCc1nc(-c2ccc(Cl)cc2)no1)OCc1ccc(Br)cc1	0	-5	0.1	-10	0	0.0	-1	-13	2
Cc1ncsc1CCOC(=O)c1ccc(Cl)cc1	-1	1	-0.1	0	12	0.7	1	3	1
Cc1cc(Cl)c(OCCOCCN2CCC(C)CC2)c(Br)c1	-3	-1	0.0	-5	2	-0.4	4	0	1
COc1ccc(N2CCN(c3nc(Cl)nc(Nc4ccc(F)cc4)n3)CC2)cc1	3	2	-0.3	2	9	2.1	-2	-1	-4
O=C(Nc1ccccc1N1CCCC1)c1cc(Cl)ccc1Cl	-5	4	0.2	2	2	0.4	-2	0	-1
O=C(CN1CCN(C(=O)c2ccco2)CC1)Nc1cc(C(F)(F)F)ccc1Cl	5	-3	0.1	-2	-1	4.3	-3	-1	6
Cc1c(Cl)c([N+](=O)[O-])nn1CCCC(=O)Nc1cccc(Cl)c1	0	-8	0.1	-1	15	2.5	3	6	0
CCN(C(=O)COC(=O)c1cc(S(=O)(=O)N2CCOCC2)c(Cl)cc1Cl)C1CCS(=O)(=O)C1 (configuration not stated)	-1	-5	0.9*	-5	0	-0.5	-1	6	3

Source: PubChem BioAssay (several laboratories)
